High-throughput results (PubChem)
LMP1 NFkB inh = reduces LMP1-driven NF-kappaB luciferase signal | LMP1-induced NF-kappaB luciferase reporter cells, luminescence | inhibition, % at 12.5 µM | 0.69% of 350,000 active; in the data active = inhibition above about 41%;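 note: 0% = neutral control wells and 100% = reference inhibitor control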
NCOA2 inhibitor = human SRC2 (NCOA2) inhibition; Q15596; HEK293 GAL4-SRC2 luciferase reporter, luminescence; inhibition, % at 9 µM; 0.17% of 370,000 active; AID 651957;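 active = inhibition above the mean inhibition of all tested compounds plus 3 SD, set per campaign, cut at about 52% in these data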;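 note: 0% = DMSO treated cells and 100% = cells given Gossypol at 36 µM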
NR5A2 inv ag = suppresses constitutive activity of human LRH-1; O00482; HEK293T StAR-luciferase reporter, LRH-1 transfected, 24 h; inhibition, % at 3.6 µM; 0.13% of 360,000 active;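 active = inhibition above the mean inhibition of all tested compounds plus 3 SD, cut at about 73% in these data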;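 note: 0% = DMSO wells and 100% = reporter-only cells lacking LRH-1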
Target sequence (O00482 whole entry, looked up): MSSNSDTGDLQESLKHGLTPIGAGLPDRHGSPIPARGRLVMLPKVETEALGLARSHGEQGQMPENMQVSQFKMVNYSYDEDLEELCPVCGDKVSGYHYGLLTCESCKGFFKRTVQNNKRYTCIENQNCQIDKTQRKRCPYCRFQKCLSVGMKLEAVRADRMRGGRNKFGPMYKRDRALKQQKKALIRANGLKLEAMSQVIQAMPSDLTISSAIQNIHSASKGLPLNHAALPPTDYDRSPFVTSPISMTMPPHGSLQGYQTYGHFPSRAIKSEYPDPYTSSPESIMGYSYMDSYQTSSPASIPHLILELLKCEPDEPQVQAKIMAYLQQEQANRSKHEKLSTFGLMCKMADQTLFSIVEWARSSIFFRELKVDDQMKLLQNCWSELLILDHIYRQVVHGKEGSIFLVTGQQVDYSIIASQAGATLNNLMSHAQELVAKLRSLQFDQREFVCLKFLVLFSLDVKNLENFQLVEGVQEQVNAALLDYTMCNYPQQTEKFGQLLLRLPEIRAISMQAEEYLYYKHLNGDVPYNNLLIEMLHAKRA
ABHD5 PLIN5 PPI = inhibitors of human ABHD5-perilipin-5 interaction; inhibition, % at 4 µM; 0.78% of 360,000 active; AID 602281; Q00G26+Q8WTS1; Split G. princeps luciferase complementation, luminescence, 4 h;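 active = inhibition above the mean inhibition across every tested compound plus 3 SD, cut at about 22% in these data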;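 note: 0% = DMSO only wells and the 100% control is not disclosed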
MC4R antag cAMP = antagonists of human melanocortin 4 receptor (MC4R). inhibition, % at 6.5 µM. AID 540295. MC4R-expressing cells, MTII-stimulated cAMP, LANCE TR-FRET. P32245. 0.48% of 360,000 active;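 active = inhibition above its plate's cutoff, the mean of tested wells on that plate plus 3 SD, cut at about 29% in these data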;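 note: 0% = Melanotan II alone and 100% = Melanotan II plus saturating MCL0020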
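System: U2OS-MC4R stable cell line; Technique: Eu-cAMP/anti-cAMP TR-FRET, emission 671 nm; Repeats: single well per compound; Also added: Melanotan II; Dosing: one concentration, 6.5 µM nominal; Schedule: 30-min compound, 1-h challenge, 1-h detection, room temperature.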
TLR9-MyD88 inh = blocks human TLR9 binding to MyD88; Q9NR96+Q99836; CHO BLA complementation TLR9-MyD88, CCF4 FRET ratio; inhibition, % at 4.98 µM; 0.21% of 340,000 active; AID 504734;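 active = inhibition above the mean over all tested compounds plus 3 SD, cut at about 21% in these data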;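 note: 0% = DMSO only wells and 100% = clavulanate BLA inhibitor control wells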
NOD2 RIPK2 PPI = inhibitors of human NOD2-RIPK2 interaction. inhibition, % at 4.98 µM. O43353. 0.38% of 360,000 active. CHO BLA complementation NOD2-RIPK2, CCF4 ratio; in the data active = inhibition above about 21%;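 note: 0% = vehicle only and 100% = reference blocker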
NCOA1 inh = inhibits human SRC1 coactivator. Q15788. HEK293 GAL4-SRC1 luciferase reporter, luminescence. inhibition, % at 3.6 µM. 0.12% of 360,000 active. AID 588354;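 active = inhibition above the campaign mean plus 3 SD, with each screening campaign given its own cutoff, cut at about 60% in these data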;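 note: 0% = DMSO treated cells and 100% = gossypol at 36 µM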
NR2F2 inh = blocks human COUP-TFII nuclear receptor | P24468 | HEK293T NGFI-A luciferase reporter, luminescence | inhibition, % at 8.6 µM | 0.7% of 370,000 active | AID 686940;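 active = inhibition above a per-plate cutoff, mean inhibition of test wells between control levels plus 3 SD, cut at about 38% in these data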;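 note: cells cotransfected with COUP-TFII expression vector driving the NGFI-A reporter; 0% = median of COUP-TF2 test wells and 100% = reporter-only cells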
Target sequence (P24468 whole entry, looked up): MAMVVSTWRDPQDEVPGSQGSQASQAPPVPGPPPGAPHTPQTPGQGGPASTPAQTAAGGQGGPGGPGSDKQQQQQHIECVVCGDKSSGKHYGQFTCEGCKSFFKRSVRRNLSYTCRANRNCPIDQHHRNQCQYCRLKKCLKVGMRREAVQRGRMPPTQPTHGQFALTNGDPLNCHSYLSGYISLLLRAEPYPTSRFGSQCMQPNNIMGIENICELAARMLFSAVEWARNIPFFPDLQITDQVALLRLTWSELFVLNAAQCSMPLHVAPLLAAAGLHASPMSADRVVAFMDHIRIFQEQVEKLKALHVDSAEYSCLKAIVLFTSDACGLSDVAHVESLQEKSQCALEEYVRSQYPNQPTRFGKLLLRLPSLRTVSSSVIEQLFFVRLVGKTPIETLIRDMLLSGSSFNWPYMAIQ
MC4R ag barr = agonists of human melanocortin 4 receptor (MC4R) beta-arrestin; activation, % at 8.9 µM; U2OS MC4R beta-arrestin complementation, luminescence; percent of melanotan II response, DMSO zero; P32245; 0.98% of 360,000 active;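 active = activation above a per-plate cutoff, the mean activation of sample wells on that plate plus 3 SD, cut at about 8% in these data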
NCOA3 inh = inhibitors of human steroid receptor coactivator 3 (SRC3); 0.17% of 360,000 active; HEK293 GAL4-SRC3 luciferase reporter, luminescence; inhibition, % at 3.6 µM;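 active = inhibition above a per-campaign cutoff, the mean of all compounds plus 3 SD, cut at about 60% in these data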;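 note: 0% = DMSO-treated cells and 100% = gossypol-treated cells at 36 µM; higher means less SRC3-driven luciferase light from the GAL4 reporter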
* marks the source's active call; other numbers are inactive results.

For CCCCCCCCn1cnc2c(N)c(C)c(C)cc21 the results were LMP1 NFkB inh -2, NCOA2 inhibitor 23, NR5A2 inv ag -8, ABHD5 PLIN5 PPI -12, MC4R antag cAMP 2, TLR9-MyD88 inh -6, NOD2 RIPK2 PPI 5, NCOA1 inh 0, NR2F2 inh 12, MC4R ag barr 3.7 and NCOA3 inh 7.
COc1ccc(NCC(=O)N/N=C2\CCc3ccccc32)cc1 was read as LMP1 NFkB inh -22, NCOA2 inhibitor -20, NR5A2 inv ag -26, ABHD5 PLIN5 PPI 6, MC4R antag cAMP 12, TLR9-MyD88 inh -1, NOD2 RIPK2 PPI 4, NCOA1 inh -21, NR2F2 inh -2, MC4R ag barr 4.3 and NCOA3 inh -6.
Screening O=C(CCCn1c(=S)[nH]c2ccccc2c1=O)NC1CCCCC1 returned LMP1 NFkB inh 7, NCOA2 inhibitor 3, NR5A2 inv ag 5, ABHD5 PLIN5 PPI 5, MC4R antag cAMP 7, TLR9-MyD88 inh -7, NOD2 RIPK2 PPI -4, NCOA1 inh 4, NR2F2 inh -16, MC4R ag barr -0.6 and NCOA3 inh 4.
COc1ccc(S(=O)(=O)NNC(=O)C2CC(c3cccnc3)=NO2)cc1 (stereo not given) was read as LMP1 NFkB inh 0, NCOA2 inhibitor -4, NR5A2 inv ag -17, ABHD5 PLIN5 PPI -1, MC4R antag cAMP 4, TLR9-MyD88 inh -8, NOD2 RIPK2 PPI 6, NCOA1 inh -33, NR2F2 inh 11, MC4R ag barr -2.0 and NCOA3 inh 15.
Screening O=C(CC1c2cc(F)ccc2C=C(c2ccsc2)N1c1ccc(C#CCCO)cc1)c1ccco1 (stereo not given) returned NCOA2 inhibitor -2, NR5A2 inv ag 18, ABHD5 PLIN5 PPI 8, NOD2 RIPK2 PPI -11 and NR2F2 inh -7.
Screening COCCCNC(=O)Cn1nnc(-c2ccc(NC(=O)c3ccccc3F)cc2)n1 returned LMP1 NFkB inh -1, NCOA2 inhibitor -42, NR5A2 inv ag -34, ABHD5 PLIN5 PPI 1, MC4R antag cAMP 5, TLR9-MyD88 inh -2, NOD2 RIPK2 PPI -14, NCOA1 inh -53, NR2F2 inh -19, MC4R ag barr -0.2 and NCOA3 inh -51.
For NC(=NC(=O)c1ccc(Cl)cc1)N1N=CCC1c1ccccc1 (stereo not given) the results were LMP1 NFkB inh -1, NCOA2 inhibitor 8, NR5A2 inv ag -3, ABHD5 PLIN5 PPI 8, MC4R antag cAMP 5, TLR9-MyD88 inh 1, NOD2 RIPK2 PPI 4, NCOA1 inh 20, NR2F2 inh 3, MC4R ag barr 1.8 and NCOA3 inh 13.
`CCSc1cc(C)nc2c(-c3ccc(Cl)cc3)c(C)nn12` gave LMP1 NFkB inh -5, NCOA2 inhibitor 3, NR5A2 inv ag 8, ABHD5 PLIN5 PPI 6, MC4R antag cAMP -11, TLR9-MyD88 inh 2, NOD2 RIPK2 PPI -7, NCOA1 inh -6, NR2F2 inh -11, MC4R ag barr -2.3 and NCOA3 inh -4.
For Cc1nn(CCCC(=O)NCc2ccccc2)c(=O)c2nccn12 the results were LMP1 NFkB inh -1, NCOA2 inhibitor 23, NR5A2 inv ag -4, ABHD5 PLIN5 PPI -7, MC4R antag cAMP -6, TLR9-MyD88 inh -3, NOD2 RIPK2 PPI -13, NCOA1 inh 0, NR2F2 inh -3, MC4R ag barr -0.8 and NCOA3 inh -3.
`CCOC(=O)c1ccc(NC(=O)CCC(=O)OC)cc1` gave LMP1 NFkB inh -3, NCOA2 inhibitor -31, NR5A2 inv ag 0, ABHD5 PLIN5 PPI -4, MC4R antag cAMP -3, TLR9-MyD88 inh 5, NOD2 RIPK2 PPI -8, NCOA1 inh -22, NR2F2 inh -25, MC4R ag barr -1.8 and NCOA3 inh -7.
Screening Cc1ccccc1NC(=O)/C(=C\c1cccs1)NC(=O)c1ccco1 returned LMP1 NFkB inh 7, NCOA2 inhibitor -4, NR5A2 inv ag 5, ABHD5 PLIN5 PPI 6, MC4R antag cAMP 5, TLR9-MyD88 inh -3, NOD2 RIPK2 PPI -6, NCOA1 inh -11, NR2F2 inh 14, MC4R ag barr -1.0 and NCOA3 inh -5.
For Cc1nn2c(NCCN(C)C)c3c(nc2c1-c1ccccc1)CCC3 the results were LMP1 NFkB inh 8, NCOA2 inhibitor -14, NR5A2 inv ag -7, ABHD5 PLIN5 PPI 0, MC4R antag cAMP 10, TLR9-MyD88 inh -10, NOD2 RIPK2 PPI -6, NCOA1 inh -5, NR2F2 inh 4, MC4R ag barr 3.1 and NCOA3 inh 12.
For COc1ccc(-n2c(=S)[nH]c3ccccc3c2=S)cc1 the results were LMP1 NFkB inh 5, NCOA2 inhibitor 0, NR5A2 inv ag 6, ABHD5 PLIN5 PPI 7, MC4R antag cAMP -9, TLR9-MyD88 inh -11, NOD2 RIPK2 PPI -3, NCOA1 inh 1, NR2F2 inh 9, MC4R ag barr -0.3 and NCOA3 inh 4.
For COc1ccc(CCNC(=O)c2c(N)no[n+]2[O-])cc1OC the results were LMP1 NFkB inh -3, NCOA2 inhibitor 2, NR5A2 inv ag 25, ABHD5 PLIN5 PPI 6, MC4R antag cAMP 8, TLR9-MyD88 inh 0, NOD2 RIPK2 PPI -7, NCOA1 inh -2, NR2F2 inh -1, MC4R ag barr 4.3 and NCOA3 inh -2.
Cc1ccc(C(C)C)c(OCCNC(=O)c2ccccc2O)c1 was read as LMP1 NFkB inh 2, NCOA2 inhibitor 4, NR5A2 inv ag -15, ABHD5 PLIN5 PPI -12, MC4R antag cAMP 4, TLR9-MyD88 inh -13, NOD2 RIPK2 PPI 2, NCOA1 inh -11, NR2F2 inh 22, MC4R ag barr 13* and NCOA3 inh 10.
O=C(NCc1ccccc1)C1=C[C@@H](c2ccc(Br)cc2)C[C@@H](OCc2ccc(CO)cc2)O1 was read as LMP1 NFkB inh -10, NCOA2 inhibitor -15, NR5A2 inv ag 1, ABHD5 PLIN5 PPI 9, MC4R antag cAMP 8, TLR9-MyD88 inh -7, NOD2 RIPK2 PPI -7, NCOA1 inh 3, NR2F2 inh -1, MC4R ag barr -0.2 and NCOA3 inh 7.
`Cc1cc2ccccc2n1CCNC(=O)C(C)C` gave LMP1 NFkB inh -5, NCOA2 inhibitor 20, NR5A2 inv ag -4, ABHD5 PLIN5 PPI -10, MC4R antag cAMP 12, TLR9-MyD88 inh 3, NOD2 RIPK2 PPI 1, NCOA1 inh -1, NR2F2 inh -1, MC4R ag barr 0.6 and NCOA3 inh 3.
`CCCCNC(=O)C(=O)N/N=C/c1ccc(C(=O)OC)cc1` gave LMP1 NFkB inh 2, NCOA2 inhibitor -12, NR5A2 inv ag 16, ABHD5 PLIN5 PPI 8, MC4R antag cAMP -3, TLR9-MyD88 inh 2, NOD2 RIPK2 PPI 4, NCOA1 inh 4, NR2F2 inh 13, MC4R ag barr 1.1 and NCOA3 inh 2.
`O=C(Nc1cccc(O)c1)c1cccc(S(=O)(=O)N2CCCCCC2)c1` gave LMP1 NFkB inh -4, NCOA2 inhibitor -25, NR5A2 inv ag -43, ABHD5 PLIN5 PPI -2, MC4R antag cAMP -6, TLR9-MyD88 inh -11, NOD2 RIPK2 PPI 1, NCOA1 inh -24, NR2F2 inh -11, MC4R ag barr 0.6 and NCOA3 inh -20.
Screening Nc1cc(=O)[nH]c(SCC(=O)NC2CCCCCCC2)n1 returned LMP1 NFkB inh -13, NCOA2 inhibitor -14, NR5A2 inv ag 2, ABHD5 PLIN5 PPI 1, MC4R antag cAMP 3, TLR9-MyD88 inh -10, NOD2 RIPK2 PPI -5, NCOA1 inh 5, NR2F2 inh -18, MC4R ag barr -0.4 and NCOA3 inh 8.
Screening Cc1cc(=O)n2[nH]c(SCc3ccc(Cl)cc3)nc2n1 returned LMP1 NFkB inh 1, NCOA2 inhibitor 2, NR5A2 inv ag -13, ABHD5 PLIN5 PPI 1, MC4R antag cAMP -1, TLR9-MyD88 inh 3, NOD2 RIPK2 PPI 11, NCOA1 inh -47, NR2F2 inh 6, MC4R ag barr -2.2 and NCOA3 inh 13.
O=C(Nc1ccccn1)Nc1ccccc1Cl was read as LMP1 NFkB inh 12, NCOA2 inhibitor -34, NR5A2 inv ag -64, ABHD5 PLIN5 PPI -7, MC4R antag cAMP 5, TLR9-MyD88 inh 1, NOD2 RIPK2 PPI -11, NCOA1 inh -80, NR2F2 inh -19, MC4R ag barr -0.8 and NCOA3 inh -77.
COc1ccccc1-n1c(C)nc2cc(C(=O)NCc3ccc4c(c3)OCO4)ccc21 was read as LMP1 NFkB inh 12, NCOA2 inhibitor -2, NR5A2 inv ag 10, ABHD5 PLIN5 PPI 6, MC4R antag cAMP 4, TLR9-MyD88 inh -8, NOD2 RIPK2 PPI -4, NCOA1 inh 2, NR2F2 inh -2, MC4R ag barr 1.1 and NCOA3 inh -10.
For Cc1ccn2c(CNCc3cnn(C)c3)c(C(=O)N3CCCCCC3)nc2c1 the results were LMP1 NFkB inh -1, NCOA2 inhibitor 0, NR5A2 inv ag -19, ABHD5 PLIN5 PPI 5, MC4R antag cAMP 16, TLR9-MyD88 inh -7, NOD2 RIPK2 PPI -11, NCOA1 inh -3, NR2F2 inh 21, MC4R ag barr 0.7 and NCOA3 inh 6.
`CN(C(=O)COC(=O)CSCc1cccc(Cl)c1)c1c(N)n(Cc2ccccc2)c(=O)[nH]c1=O` gave LMP1 NFkB inh 2, NCOA2 inhibitor 2, NR5A2 inv ag -1, ABHD5 PLIN5 PPI 3, MC4R antag cAMP 2, TLR9-MyD88 inh 5, NOD2 RIPK2 PPI -3, NCOA1 inh -15, NR2F2 inh -6, MC4R ag barr -3.2 and NCOA3 inh -2.
CC(=O)Nc1ccc(NC(=O)CSc2nnc(-c3ccco3)o2)cc1 was read as LMP1 NFkB inh -8, NCOA2 inhibitor 3, NR5A2 inv ag 13, ABHD5 PLIN5 PPI -3, MC4R antag cAMP 9, TLR9-MyD88 inh -4, NOD2 RIPK2 PPI -1, NCOA1 inh 1, NR2F2 inh 2, MC4R ag barr -3.7 and NCOA3 inh -3.
Screening COc1ccc(-c2cnc(N)n2C)cc1 returned LMP1 NFkB inh -3, NCOA2 inhibitor -9, NR5A2 inv ag 2, ABHD5 PLIN5 PPI -3, MC4R antag cAMP 10, TLR9-MyD88 inh -9, NOD2 RIPK2 PPI -6, NCOA1 inh -6, NR2F2 inh 17, MC4R ag barr 0.1 and NCOA3 inh 14.
COc1cc2c(=O)n(CCC(=O)NCC3CCCO3)c(=O)n(CC(=O)Nc3ccc(C)cc3C)c2cc1OC (stereo not given) was read as LMP1 NFkB inh -2, NCOA2 inhibitor -13, NR5A2 inv ag -1, ABHD5 PLIN5 PPI -4, MC4R antag cAMP -4, TLR9-MyD88 inh 0, NOD2 RIPK2 PPI 7, NCOA1 inh -11, NR2F2 inh 13, MC4R ag barr 0.5 and NCOA3 inh -12.

An excerpt; count on the stated rates, not on these rows.
